Diaph act CS = compounds boosting diaphorase resazurin reduction – biochemical, uHTS, resorufin fluorescence, counter-screen for diaphorase-coupled primary assays, primary screen. Diaphorase/resazurin coupled assay, 16 min; stronger effect = higher value; 1 = vehicle wells, 0 = NADH-free wells. activation factor at 20 µM. hit rate 0.005% among 190,000. AID 1229, 2008;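 active means diaphorase activity raised at least twofold by the compound at 20 µM; inactive means activation factor below 2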
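System – purified diaphorase enzyme from Clostridium kluyveri · Input – enzyme 0.07 U/mL final · Also added – final NADH 0.114 mM, resazurin 0.1 mM · Measured by – fluorescence of resorufin, 544 nm excitation, 590 nm emission · Timing – 16 min enzyme reaction, ambient temperature · Measure – resorufin increase flagging diaphorase activators or reducers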
PMI act satM6P = human PMI activators, high substrate, primary screen, biochemical, fluorescence intensity, near-saturating mannose 6-phosphate; Mannose-6-phosphate isomerase (Homo sapiens), P34949; coupled PMI enzyme assay, resazurin fluorescence, 20 min; stronger effect = higher value; 1 = untreated enzyme, 0 = substrate-free blank; activation factor at 20 µM; hit rate 0.34% among 190,000; AID 1216, 2008;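 active means activation factor of 2 or more at 20 µM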
Target sequence (P34949 whole entry, looked up): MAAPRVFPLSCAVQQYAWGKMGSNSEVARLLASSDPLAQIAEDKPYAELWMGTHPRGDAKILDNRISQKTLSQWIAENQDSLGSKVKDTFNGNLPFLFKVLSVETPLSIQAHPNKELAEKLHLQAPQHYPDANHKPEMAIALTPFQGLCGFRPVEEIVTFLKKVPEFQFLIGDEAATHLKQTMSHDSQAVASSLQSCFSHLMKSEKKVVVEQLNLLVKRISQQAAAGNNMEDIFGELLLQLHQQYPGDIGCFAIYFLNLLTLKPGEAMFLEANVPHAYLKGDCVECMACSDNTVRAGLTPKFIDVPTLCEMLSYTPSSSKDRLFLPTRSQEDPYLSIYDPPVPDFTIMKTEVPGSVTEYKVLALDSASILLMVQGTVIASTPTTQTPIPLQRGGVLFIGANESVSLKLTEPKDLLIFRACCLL
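Test system: human phosphomannose isomerase with PGI, G6PDH, diaphorase coupling enzymes; amount: 15 ng/mL PMI; incubation: enzyme reaction with compound 20 min at room temperature; technique: resorufin fluorescence (Ex 544/Em 590 nm) from resazurin via diaphorase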
TNAP inh hiacc = human TNAP enzyme inhibitors, primary screen, biochemical, luminescent, high phosphate acceptor level, uHTS. Alkaline phosphatase, tissue-nonspecific isozyme (Homo sapiens), P05186. AID 1135, 2008. purified TNAP, CDP-star luminescence, 1 M DEA. inhibition, % at 20 µM. hit rate 0.03% among 200,000;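 active means over 50% inhibition of tissue-nonspecific alkaline phosphatase at 20 µM in the single-dose screen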;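 further: plate controls were DMSO wells for no effect and EDTA-quenched wells as full inhibition for full effect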
Target sequence (P05186 whole entry, looked up): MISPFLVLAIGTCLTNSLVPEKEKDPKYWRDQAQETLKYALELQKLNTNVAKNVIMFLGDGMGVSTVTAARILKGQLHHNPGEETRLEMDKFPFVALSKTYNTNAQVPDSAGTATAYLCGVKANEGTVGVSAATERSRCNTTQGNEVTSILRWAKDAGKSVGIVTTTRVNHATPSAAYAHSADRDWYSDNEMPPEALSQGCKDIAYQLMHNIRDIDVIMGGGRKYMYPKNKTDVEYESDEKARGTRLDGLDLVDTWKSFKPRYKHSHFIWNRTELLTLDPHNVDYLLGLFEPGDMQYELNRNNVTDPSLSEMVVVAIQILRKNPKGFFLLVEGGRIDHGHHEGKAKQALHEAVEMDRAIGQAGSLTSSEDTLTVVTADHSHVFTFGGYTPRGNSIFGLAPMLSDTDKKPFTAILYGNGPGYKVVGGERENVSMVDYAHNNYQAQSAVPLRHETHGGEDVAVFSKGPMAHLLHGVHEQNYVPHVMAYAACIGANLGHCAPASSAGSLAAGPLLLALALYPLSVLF
bIAP activator = bovine intestinal alkaline phosphatase activators, primary screen, biochemical, bovine IAP, CDP-star luminescence; alkaline phosphatase, intestinal [Bos taurus]; hit rate 0.17% among 200,000; activation factor at 20 µM; purified bovine IAP, 30 min; stronger effect = higher value; fold of DMSO-control signal, blank-subtracted; AID 1016, 2008;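 active means activation factor of 2 or more at 20 µM, a signal rise over negative controls twice the positive control's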
bIAP inhibitor = bovine intestinal alkaline phosphatase inhibitors, primary screen, selectivity assay for TNAP inhibitor project, biochemical, bovine IAP, CDP-star luminescence | alkaline phosphatase, intestinal [Bos taurus] | purified bovine IAP, 30 min | inhibition, % at 20 µM | 190,000 tested, under 10 active;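 active means over 50% inhibition of intestinal alkaline phosphatase at 20 µM in the single-dose screen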
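System: purified bovine intestinal alkaline phosphatase (IAP) enzyme; Input: IAP diluted 1/65,000,000 in the well; Measured by: CDP-star luminescence signal; Compound dosing: 20 µM single dose; Incubation: 30 min reaction at room temperature.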
TNAP inh noacc = human TNAP enzyme inhibitors, primary screen, biochemical, luminescent, no phosphate acceptor, uHTS; purified TNAP, CDP-star luminescence, 30 min; inhibition, % at 20 µM; hit rate 0.26% among 200,000; AID 1012, 2008;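 active means tissue-nonspecific alkaline phosphatase inhibition above about 50% at 20 µM in the single-dose screen, limit read from the data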;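 further: 0% = DMSO negative control and 100% = EDTA positive control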
TNAP act hiacc = TNAP activators at high phosphate acceptor level, primary screen, biochemical, luminescence, uHTS; purified TNAP, CDP-star luminescence, 1 M DEA, 30 min; stronger effect = higher value; 0 = EDTA background, 1 = DMSO-only activity; activation factor at 20 µM; 200,000 tested, under 10 active; AID 1136, 2008;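 active means activation factor at least 2 at 20 µM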
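system = human TNAP | amount = enzyme diluted 1/800 final | reagent = 100 µM CDP-star substrate | signal = luminescent substrate turnover signal | dosing = one dose, 20 µM | benchmarks = EDTA negative control, DMSO positive control | measure = activation factor | timing = 30 min reaction, room temperature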
PMI activator = activators of human PMI, primary screen, biochemical, fluorescence intensity, near-Km mannose 6-phosphate | AID 1214, 2008 | purified human PMI, coupled resazurin fluorescence, 20 min; stronger effect = higher value; 1 = vehicle control, 0 substrate-free wells | Mannose-6-phosphate isomerase (Homo sapiens), P34949 | activation factor at 20 µM | hit rate 0.005% among 190,000;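 active means activation factor of 2 or more at 20 µM, relative to plate controls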
L major viab = Leishmania major promastigote growth inhibition, primary screen | Leishmania major promastigotes, resazurin fluorescence viability | inhibition, % at 10 µM | hit rate 9% among 200,000 | AID 1063, 2008; in the data active means inhibition above about 50%;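 further: promastigotes grown with compound for 44 hours at 28 °C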
Diaph inh CS = diaphorase inhibitors and chemical oxidizers, primary screen, counter-screen for diaphorase-coupled primary assays, biochemical, uHTS, resorufin fluorescence; diaphorase resazurin-to-resorufin fluorescence, NADH, 16 min; bacterial (C. kluyveri) enzyme, not human; hit rate 0.69% among 190,000; AID 1217, 2008; inhibition, % at 20 µM;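 active means primary screen inhibition at 20 µM above a set limit, cut at about 50% in these data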;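 further: plate controls were DMSO with full reaction for no effect and wells lacking NADH for full effect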
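Test system: diaphorase enzyme from Clostridium kluyveri; amount: diaphorase at 0.14 U/mL in enzyme working solution; detection: fluorescence of resorufin formed from resazurin, Ex 544/Em 590 nm; times: reaction incubation of 16 min at room temperature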
An asterisk follows results filed as active; nt = no result given.

SMILES,Diaph act CS,PMI act satM6P,TNAP inh hiacc,bIAP activator,bIAP inhibitor,TNAP inh noacc,TNAP act hiacc,PMI activator,L major viab,Diaph inh CS
Cc1cc2cc(CNC(=O)c3cccc([N+](=O)[O-])c3)ccc2[nH]1,0.9,0.9,1.7,1.2,-22.8,-3.7,1,1,3.2,10.6
CCn1cc(/C=N\NC(=O)c2c[nH]c3ccccc23)c(C)n1,1,1.1,2.5,1,3.9,-4.5,1,1,-6.9,2.9
CC(C)NC(=O)CCCc1c[nH]c2ccccc12,1,1,-3.0,1.1,-11.5,-10.6,1,1.1,-6.2,3.9
O=C(/C=C/c1ccccc1)N1CCN(c2ccccn2)CC1,0.9,1,-7.3,1,2.5,-13.9,1.1,1,-4.4,9.7
COC(=O)c1cccc(NC(=O)C2COc3ccccc3O2)c1C (centres undefined),0.9,1,-0.9,1,1.9,-9.1,1,1,nt,13.6
COc1cccc(/C=C2\SC(=O)N(CCC(=O)NNC(=O)c3cccc(Cl)c3)C2=O)c1,1,1.1,-2.2,0.8,19.7,-20.8,1,1,3.9,2.9
COc1ccc(N(C(=O)c2cccnc2)S(=O)(=O)c2cccc([N+](=O)[O-])c2)cc1,0.9,0.9,-1.0,1.1,-12.4,-4.9,1,1,-7.5,11.3
Fc1ccc(Nc2nc(N3CCOCC3)c3ccccc3n2)cc1,0.8,0.9,-2.0,0.9,13.2,-9.8,1,0.9,nt,19.8
O=[N+]([O-])c1ccc(-c2csc(Nc3ccccc3)[n+]2Cc2ccccc2)cc1,1,1.2,4.6,1.1,-6.6,-24.5,1,1.1,11.4,-0.3
O=[N+]([O-])c1cc2oc3c(c2c(C=NCc2ccncc2)c1O)CCCC3,0.4,0.5,18.1,1,2.0,23.0,0.8,0.7,6.8,56.0*
O=C(Cn1c(=O)oc2ccccc21)c1ccccc1,0.9,1,-2.1,0.8,21.7,11.4,1,1,-0.6,6.0
O=C(C(=O)N1CCCC1CO)N1CCCC1CO (centres undefined),0.9,0.7,-1.3,1,-4.8,0.1,1,0.9,-6.3,6.9
CCN(CC)CCNS(=O)(=O)c1ccc(Cl)cc1,0.9,0.9,-4.2,0.9,7.7,-6.7,1,0.9,7.6,9.9
CSc1ccc(Cl)c(C(=O)OCC(=O)N2CC(C)OC(C)C2)c1 (centres undefined),0.8,0.9,-5.7,1.1,-5.0,-11.2,1.1,0.8,-9.2,19.7
CCOc1ccc(C(=O)NCC(=O)OCc2c(F)cccc2Cl)cc1,0.9,1,-0.9,1.3,-31.4,-8.3,1,1,-8.0,9.7
Cc1ccc(C(=O)Nc2ccc(S(=O)(=O)N3CCc4ccccc4C3)cc2)o1,0.8,0.8,-2.6,0.9,7.7,-6.1,1,0.8,-1.8,19.4
CC(=O)N(Cc1ccc(F)cc1)C1=C(NCc2ccccc2)C(=O)c2ccccc2C1=O,0.7,1.3,1.9,0.8,18.0,-0.1,1,1.1,100.5*,33.9
Cc1nc(SCn2nnc3ccccc3c2=O)nc(C)c1C,0.9,0.9,-2.9,1.2,-24.1,-9.0,1,0.9,-3.0,10.7
CC(=O)Nc1ccc(C(=O)Nc2ccc3c(c2)OCO3)cc1,0.9,0.9,-6.0,0.9,14.3,-11.4,1.1,1,-3.9,14.2
COc1ccc(-c2ccc(-c3noc(C)n3)c(OC)n2)cc1,0.9,1,-1.3,0.9,12.3,-8.1,1,0.9,-7.8,12.0
Cc1ccc2c(c1)nnn2C1CCN(CC(=O)NCCc2ccccc2)CC1,0.9,1.1,-0.7,1,-3.7,-9.4,1,1.1,-3.5,8.6
Cc1ccnc2nc(C(=O)N3CCN(c4ccc(F)cc4)CC3)nn12,0.9,1.1,-7.3,0.9,11.7,-24.0,1.1,1.1,-7.5,10.0
Cn1nc2c(c1C(=O)N1CCCC(C(=O)c3cc(F)ccc3F)C1)CCCC2 (centres undefined),1.2,1,-1.8,1.1,-13.7,-6.9,1,1,1.9,-18.5
CCSc1nnc(NC(=O)Cn2cnc3c2c(=O)n(C)c(=O)n3C)s1,0.9,1,0.4,1,-4.8,-8.6,1,1.1,-5.8,9.8
Cc1ccc(C(=O)NCc2ccccn2)c(Cl)c1,0.9,1,-0.4,1,-1.9,-6.1,1,1,-3.8,10.2
CCCCNC(=S)NC(=O)c1ccccc1Br,0.8,0.9,-4.4,1,1.9,-16.3,1,1,-8.3,15.1
COc1ccc(C(OC(=O)c2ccco2)C(=O)NCc2ccc(C)cc2)cc1 (centres undefined),1,1,-2.3,1,-2.9,-11.5,1,1,1.5,4.7
CN(C)C(=O)c1ccc(-n2cnc3ccccc3c2=O)cc1,1,1.1,-2.9,0.9,8.1,-9.6,1,1.1,-5.8,-1.0
O=C(Nc1nnc(-c2ccccc2)o1)NC1CCCCC1,0.8,0.8,-8.2,1,2.6,-9.2,1.1,0.9,6.6,22.9
CCn1c(C)cc(/C=C2/NC(=O)N(CC(=O)Nc3cccc(C)c3)C2=O)c1C,0.8,0.8,-0.5,0.9,5.5,-13.9,1,0.8,-0.1,23.9

Of the compounds above, 3 contain a furan ring, fused or not.
SMILES,Diaph act CS,PMI act satM6P,TNAP inh hiacc,bIAP activator,bIAP inhibitor,TNAP inh noacc,TNAP act hiacc,PMI activator,L major viab,Diaph inh CS
O=[N+]([O-])c1cc2oc3c(c2c(C=NCc2ccncc2)c1O)CCCC3,0.4,0.5,18.1,1,2.0,23.0,0.8,0.7,6.8,56.0*
Cc1ccc(C(=O)Nc2ccc(S(=O)(=O)N3CCc4ccccc4C3)cc2)o1,0.8,0.8,-2.6,0.9,7.7,-6.1,1,0.8,-1.8,19.4
COc1ccc(C(OC(=O)c2ccco2)C(=O)NCc2ccc(C)cc2)cc1 (centres undefined),1,1,-2.3,1,-2.9,-11.5,1,1,1.5,4.7

(continued)
SMILES,Diaph act CS,PMI act satM6P,TNAP inh hiacc,bIAP activator,bIAP inhibitor,TNAP inh noacc,TNAP act hiacc,PMI activator,L major viab,Diaph inh CS
COc1ccc(NC(=O)c2ccco2)cc1NC(=O)c1c(F)c(F)c(OC)c(F)c1F,0.9,0.9,0.3,0.9,7.4,-5.1,1,0.9,-1.5,9.6
COC(=O)c1ccc(C2C(Oc3ccccc3)C(=O)N2CCc2ccc(OC)c(OC)c2)cc1 (centres undefined),0.9,1,-1.1,1.1,-6.0,-9.8,1,1,-2.0,9.3
Cc1nnc(NC(=O)CSc2ncnc3scc(-c4ccccc4)c23)s1,1.1,1.1,-4.0,1,3.8,-10.4,1,1.1,-2.7,-12.4
CCOC(=O)C1CCCN(C(=O)c2cccc([N+](=O)[O-])c2C)C1 (centres undefined),1.1,1,-3.5,1.1,-14.0,-12.7,1,1.1,-8.4,-11.5
Cc1ccc(N(C(C)C(=O)O)S(=O)(=O)c2c(C)[nH]c(=O)[nH]c2=O)cc1 (centres undefined),0.9,1,-5.6,1.1,-6.4,-20.8,1.1,1,-2.5,14.7
C/C=C(\C)C(=O)NCCN1C2=NC[C@@H](C)N2C[C@@H]1Cc1ccc(OC)cc1,0.9,1.1,-9.7,0.9,9.2,-14.8,1.1,1,-3.7,6.7
Cc1ccc(Nc2nnc(SCC(=O)NCCN3C(=O)CSC3=O)s2)cc1,0.8,0.9,3.4,1,-0.5,9.3,1,0.9,-2.5,15.8
CCCCOC(=O)Nc1ccc(S(=O)(=O)Nc2ccc([N+](=O)[O-])cc2)cc1,0.8,0.9,6.9,1.4,-43.0,-3.9,0.9,0.8,77.7*,17.8
O=C(CSCc1ccccc1)N/N=C/c1cc2c(cc1Br)OCO2,0.9,1,-1.2,1,-3.0,-2.8,1,0.9,23.5,12.0
CC1CCCC(NC(=O)COC(=O)Cc2ccsc2)C1C (centres undefined),0.8,1,-3.8,0.9,10.8,-11.4,1,1,-7.2,17.7
CCCc1[nH]nc2c1C(c1ccccc1OC)C(C#N)=C(N)O2 (centres undefined),0.8,0.9,-6.7,1.1,-9.7,-8.2,1.1,1,18.3,18.8
COc1cc(Cl)cc(C(=O)O)c1OCC(=O)O,0.9,1,-0.8,1.1,-7.2,0.2,1,1,2.9,5.6
COc1ccc(-c2cc(C(=O)OC(C)C(=O)Nc3c(C)n(C)n(-c4ccccc4)c3=O)c3ccccc3n2)cc1 (centres undefined),0.8,0.9,-0.7,0.8,15.7,-11.5,1,0.9,14.6,16.7
CCc1cccc(NC(=O)C2CCN(S(=O)(=O)c3cccs3)CC2)c1,0.7,1,-6.5,0.8,23.8,-20.1,1.1,0.9,9.5,25.5
COc1ccc(Nc2cc(C)nc(-n3nc(C)cc3C)n2)cc1,0.9,0.9,-5.6,0.9,8.2,-6.4,1.1,0.9,28.9,13.8
CC(C)CC1CCCCC1OC(=O)CN1CCCCC1 (centres undefined),1.1,1.1,-3.5,1.1,-6.8,-9.5,1,1.1,10.1,-12.7
Cc1ccc(CN2CCN(/N=C\C(Br)=C\c3ccccc3)CC2)cc1,0.9,0.9,3.0,1,2.5,-29.9,1,0.9,42.5,6.6
C/C(N)=C(/C#N)C(=O)CSc1nc2ccccc2c(=O)n1-c1ccc(C)c(Cl)c1,0.8,1,-0.1,0.1,nt,1.8,1,0.9,-3.6,16.0
Cn1c(=O)c2[nH]c(Nc3ccccc3)nc2n(C)c1=O,0.8,0.8,-1.5,0.9,12.3,-0.5,1,0.8,3.7,17.0
Clc1ccc(SCc2cc(N3CCOCC3)nc(-c3ccccn3)n2)cc1,0.9,0.8,-3.6,1.1,-14.0,-5.4,1,0.8,13.2,7.3
CCC(C)NC(=O)CSc1nc2n[nH]c(C)c2c(=N)n1-c1ccc(OC)cc1 (centres undefined),1.2,1.1,-4.8,1.1,-5.9,-21.0,1,1.2,3.7,-15.8

Source: PubChem BioAssay
